# Screens deposited in PubChem by Broad Institute.
# STK33 kin inh – human STK33 kinase inhibition; Q9BYT3; ADP-Glo luminescence, MBP substrate; inhibition, % at 12.5 µM; actives 0.44% (n = 27,000); in the data active = inhibition above about 20%
# Target sequence (Q9BYT3 whole entry, looked up): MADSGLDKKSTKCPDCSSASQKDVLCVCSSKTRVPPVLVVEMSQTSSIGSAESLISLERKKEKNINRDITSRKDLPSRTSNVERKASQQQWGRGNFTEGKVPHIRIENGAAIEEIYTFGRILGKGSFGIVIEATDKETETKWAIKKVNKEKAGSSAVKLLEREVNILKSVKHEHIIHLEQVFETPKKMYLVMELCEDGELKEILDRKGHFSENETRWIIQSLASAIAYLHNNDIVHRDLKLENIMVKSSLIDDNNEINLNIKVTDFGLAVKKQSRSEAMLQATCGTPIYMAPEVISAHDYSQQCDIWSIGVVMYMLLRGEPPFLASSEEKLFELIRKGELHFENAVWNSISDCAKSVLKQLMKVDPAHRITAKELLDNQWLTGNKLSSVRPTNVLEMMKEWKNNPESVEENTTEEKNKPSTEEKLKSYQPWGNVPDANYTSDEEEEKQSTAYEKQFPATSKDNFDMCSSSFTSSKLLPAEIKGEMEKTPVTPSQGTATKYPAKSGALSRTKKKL
# p53 PUMA act – mutant p53 pathway reactivation | SW480 PUMA-promoter luciferase | activation, % at 9.98 µM | actives 1.5% (n = 28,000) | AID 624151; in the data active = activation above about 52%
# * = called active by the depositor; x = no result given. Not all compounds are listed, so the mix of outcomes need not match the whole.
# The first 3 entries, to show the layout:
SMILES,STK33 kin inh,p53 PUMA act
C[C@H]1CN([C@@H](C)CO)C(=O)c2cccc(NC(=O)c3ccncc3)c2O[C@H]1CN(C)Cc1ccc(Oc2ccccc2)cc1,x,2.5
Oc1cc2c(c(Cl)c1O)CCNC[C@@H]2c1ccccc1,2.8,-78.5
CN(C)c1ccc(NC(=O)CSc2nc3c(c(C(F)(F)F)c2C#N)CCCCCC3)cc1,0.5,-6.7

# This part in full, previewed entries included:
SMILES,STK33 kin inh,p53 PUMA act
C[C@H]1CN([C@@H](C)CO)C(=O)c2cccc(NC(=O)c3ccncc3)c2O[C@H]1CN(C)Cc1ccc(Oc2ccccc2)cc1,x,2.5
Oc1cc2c(c(Cl)c1O)CCNC[C@@H]2c1ccccc1,2.8,-78.5
CN(C)c1ccc(NC(=O)CSc2nc3c(c(C(F)(F)F)c2C#N)CCCCCC3)cc1,0.5,-6.7
C[C@H](CO)N1C[C@H](C)[C@@H](CN(C)C(=O)CCC(F)(F)F)OCCCC[C@H](C)Oc2ccc(NS(=O)(=O)c3ccccc3)cc2C1=O,x,5.2
COc1ccc(S(=O)(=O)N(C)C[C@H]2Oc3c(NC(=O)c4cnccn4)cccc3C(=O)N([C@H](C)CO)C[C@@H]2C)cc1,x,4.0
Cc1ccccc1NC(=O)CSC1CC(=O)N(c2ccc(F)cc2)C1=O (configuration not stated),-1.3,-8.5
COc1ccc(CN(C)C[C@H]2Oc3ccc(NC(=O)Nc4ccc(OC)cc4)cc3CC(=O)N([C@@H](C)CO)C[C@H]2C)cc1,0.3,-1.8
COc1ccccc1NC(=O)CC1C(=O)NCCN1C(=O)Nc1ccc(Cl)c(Cl)c1 (configuration not stated),0.4,11.9
COc1ccc(NC(=O)CSc2nnc(-c3ccncc3)n2-c2ccc(Cl)cc2)cc1,3.6,7.0
CCn1c(SCC(=O)Nc2cccc(C(=O)O)c2)nnc1-c1ccc(Cl)cc1Cl,-1.8,-5.1

# Entries of single compounds, quoted from the list:
# Shown for `COc1ccc(S(=O)(=O)N(C)C[C@H]2Oc3c(NC(=O)c4cnccn4)cccc3C(=O)N([C@H](C)CO)C[C@@H]2C)cc1` → STK33 kin inh: x; p53 PUMA act: 4.0
# Shown for `CCn1c(SCC(=O)Nc2cccc(C(=O)O)c2)nnc1-c1ccc(Cl)cc1Cl` → STK33 kin inh: -1.8; p53 PUMA act: -5.1

# (more compounds)
SMILES,STK33 kin inh,p53 PUMA act
COc1ccc(C#Cc2cnc3c(c2)C(=O)N([C@H](C)CO)C[C@H](C)[C@H](CN(C)S(=O)(=O)c2cccs2)O3)cc1OC,1.3,-6.0
CCC(=O)[C@@]1(C)[C@H](C)C[C@H]2[C@@H]3CCC4=CC(=O)C=C[C@]4(C)[C@H]3[C@@H](O)C[C@@]21C,1.7,-4.1
C[C@@H]1CCCCO[C@H](CN(C)C(=O)C2CCCCC2)[C@@H](C)CN([C@H](C)CO)C(=O)c2cc(N(C)C)ccc2O1,4.6,-9.8
C[C@@H]1CC[C@@]2(C)C(C(=O)O)=CCC[C@@H]2[C@@]1(C)CCc1ccoc1,-6.9,x
C[C@H](CO)N1C[C@H](C)[C@H](CN(C)S(C)(=O)=O)Oc2ccc(NS(=O)(=O)c3cccs3)cc2C1=O,0.1,x
C[C@H]1CN([C@@H](C)CO)C(=O)Cc2cc(NC(=O)Cc3cn(C)c4ccccc34)ccc2O[C@H]1CN(C)C,0.7,x
C[C@@H]1CN([C@H](C)CO)C(=O)c2cccc(NS(=O)(=O)c3cn(C)cn3)c2O[C@H]1CN(C)C(=O)Nc1cccc2ccccc12,x,-5.0
C[C@@H]1CN([C@@H](C)CO)S(=O)(=O)c2ccc(C#CC3CCCCC3)cc2O[C@H]1CN(C)C(=O)Cc1ccncc1,x,-7.9
C[C@H]1CN([C@@H](C)CO)C(=O)c2cc(-c3cccc(C#N)c3)cnc2O[C@H]1CN(C)C(=O)C1CC1,x,14.7
Cc1noc(C)c1NC(=O)Nc1ccc2c(c1)C(=O)N([C@H](C)CO)C[C@H](C)[C@@H](CN(C)C)OCCCC[C@@H](C)O2,8.1,-5.2
Cc1cc(Oc2coc3cc(OCC(=O)Nc4ccccc4F)ccc3c2=O)cc(C)c1Cl,-1.3,-31.1
O=C(Oc1ccc2ccccc2c1)c1ccccc1S(=O)(=O)c1ccccc1[N+](=O)[O-],-1.0,9.3
COc1ccc(-c2cc(C(F)(F)F)n3nc(C(=O)NCCCN4CCOCC4)cc3n2)cc1,-0.2,19.5
COc1ccc(NC(=O)CC2NCCNC2=O)cc1 (configuration not stated),-3.1,23.1
C[C@H]1CN([C@@H](C)CO)C(=O)c2cc(NC(=O)Nc3ccc4c(c3)OCO4)ccc2O[C@H]1CN(C)CC1CCCCC1,-0.7,9.9
COc1ccc(-c2cc(=O)c3cc(OCC(=O)Nc4ccc(C)cc4C)ccc3o2)cc1,1.1,6.2
C[C@@H]1CN([C@@H](C)CO)C(=O)c2cc(N(C)C)ccc2O[C@@H](C)CCCCO[C@@H]1CN(C)C(=O)Nc1cccc2ccccc12,x,-16.2
COc1ccc(Cl)cc1NC(=O)CSc1nc2ccccc2c(=O)[nH]1,4.6,4.5
C[C@@H]1CN([C@@H](C)CO)C(=O)c2cccc(NS(C)(=O)=O)c2O[C@@H]1CN(C)C,x,5.9
COc1ccc(NC(=O)Nc2ccc3c(c2)CC(=O)N([C@H](C)CO)C[C@@H](C)[C@@H](CN(C)Cc2ccncc2)O3)cc1,-0.6,x
CN1CCN(C(CC(=O)Nc2cccc([N+](=O)[O-])c2)C(=O)O)CC1 (configuration not stated),0.7,8.6
CN(C)C(=O)[C@@]1(Cc2ccccc2CN=[N+]=[N-])COC(c2ccc(OCCCO)cc2)=N1,7.8,x
COc1ccc(OCC(=O)Nc2ccc(NC(=O)c3ccccc3Cl)c(OC)c2)cc1,0.9,6.6
O=c1cc(-c2ccc(O)cc2)oc2c(C3OCC(O)C(O)C3O)c(O)c(C3OC(CO)C(O)C(O)C3O)c(O)c12 (configuration not stated),0.5,-5.5
CCn1c(SCC(=O)Nc2ccc(Br)c(C)c2C)nnc1-c1ccccc1C,-1.1,-10.9
C[C@@H]1CCCCO[C@@H](CN(C)C(=O)c2ccccc2)[C@@H](C)CN([C@H](C)CO)C(=O)c2cc(NS(=O)(=O)c3ccc(Cl)cc3)ccc2O1,2.9,x
C[C@@H]1CN([C@@H](C)CO)C(=O)Cc2cc(NC(=O)Nc3ccc4c(c3)OCO4)ccc2O[C@@H]1CN(C)C(=O)Nc1cccc2ccccc12,-10.8,1.8
O=C(CSc1n[nH]c(-c2ccncc2)n1)Nc1cccc(Cl)c1,2.0,9.9
C[C@@H]1CN([C@H](C)CO)C(=O)c2cc(NS(C)(=O)=O)ccc2O[C@@H](C)CCCCO[C@H]1CN(C)C(=O)Nc1ccc2c(c1)OCO2,x,5.9
C[C@@H]1CN([C@@H](C)CO)C(=O)c2cccc(NC(=O)Nc3ccc(C(F)(F)F)cc3)c2O[C@H]1CN(C)C(=O)NC1CCCCC1,x,-19.6
C[C@@H]1CN([C@H](C)CO)C(=O)Cc2cc(N(C)C)ccc2O[C@@H]1CN(C)S(=O)(=O)c1ccc(Cl)cc1,-1.9,x
COc1ccc(NC(=O)NCc2ccccn2)cc1OC,0.2,-4.3
Cc1noc(C)c1NC(=O)N(C)C[C@@H]1Oc2ccc(NC(=O)CCCN(C)C)cc2C(=O)N([C@H](C)CO)C[C@H]1C,x,-0.2
COC(=O)c1ccc(NC(=O)CNS(=O)(=O)c2c(C)cc(C)cc2C)cc1,-0.8,10.8
O=c1[nH]c(C2=C(O)Cn3c2nc(=O)c2ccccc23)nc2ccccc12,2.8,x
C[C@H]1CN([C@@H](C)CO)C(=O)c2cc(NC(=O)Cc3cn(C)c4ccccc34)ccc2O[C@@H]1CN(C)C(=O)Nc1ccccc1,0.1,-6.7
O=C(COc1ccc(C(=O)Nc2ccc(F)cc2)cc1)Nc1cc(Cl)cc(Cl)c1,-1.3,12.7
C[C@H]1CN([C@@H](C)CO)C(=O)c2cc(N(C)C)ccc2O[C@@H]1CN(C)C,x,4.1
COc1ccc(S(=O)(=O)N(C)CC(=O)Nc2ccccc2C(F)(F)F)cc1Cl,0.1,3.6
C[C@@H]1CN([C@H](C)CO)C(=O)Cc2cc(NS(=O)(=O)c3ccccc3)ccc2O[C@H]1CN(C)S(=O)(=O)c1cccs1,6.0,-3.4
C[C@H](CO)N1C[C@H](C)[C@H](CN(C)Cc2ccc(C(=O)O)cc2)Oc2ccc(NS(C)(=O)=O)cc2CC1=O,0.9,x
CC(C)NC(=O)Nc1ccc2c(c1)CC(=O)N([C@@H](C)CO)C[C@@H](C)[C@@H](CN(C)S(=O)(=O)c1ccc(F)cc1)O2,0.0,x
COc1ccc(CN(C)C[C@@H]2Oc3ccc(NS(=O)(=O)c4ccc(F)cc4)cc3CC(=O)N([C@H](C)CO)C[C@@H]2C)cc1,-1.4,x
[N-]=[N+]=Nc1ccccc1C[C@]1(C(=O)NCCN2CCOCC2)N=C(c2ccc(OCCCO)cc2)O[C@H]1c1ccccc1,0.4,x
COC(=O)CNC(=O)c1cn(-c2ccccc2)nc1-c1cc2ccccc2oc1=O,-2.5,-6.3
O=S(=O)(c1ccc(Cl)cc1)N1CCc2ccccc21,2.1,x
Cc1noc(C)c1NC(=O)N(C)C[C@@H]1Oc2c(NC(=O)c3cnccn3)cccc2C(=O)N([C@@H](C)CO)C[C@@H]1C,x,-3.4
CC(C)C#Cc1cnc2c(c1)C(=O)N([C@@H](C)CO)C[C@@H](C)[C@H](CN(C)C(=O)Nc1cccc(F)c1)O2,x,1.4
C[C@H]1CN([C@@H](C)CO)C(=O)Cc2cc(NS(C)(=O)=O)ccc2O[C@H]1CN(C)CC1CCCCC1,1.5,x
C[C@@H]1CN([C@@H](C)CO)C(=O)c2cc(NC(=O)C3CC3)ccc2O[C@@H]1CN(C)C(=O)Nc1ccc(C(F)(F)F)cc1,-0.6,x

# Next records follow:
SMILES,STK33 kin inh,p53 PUMA act
Cc1cccnc1NCC(O)COc1ccccc1 (configuration not stated),1.6,24.8
O=C(CSc1nnc(-c2ccncc2)n1-c1ccc(F)cc1)Nc1ccc(Cl)cc1,1.9,-0.1
COc1ccccc1NC(=O)CCc1nc(-c2ccccc2F)no1,-5.9,28.0
C[C@@H]1CCCCO[C@@H](CN(C)CC2CC2)[C@@H](C)CN([C@H](C)CO)C(=O)c2cc(NC(=O)Nc3ccc4c(c3)OCO4)ccc2O1,0.9,x
CC(=O)O[C@]1(C(C)=O)CCC2C3C=C(Cl)C4=CC(=O)CC[C@]4(C)C3CC[C@@]21C (some centres not stated),x,10.4
C[C@H](CO)N1C[C@H](C)[C@H](CN(C)C(=O)Nc2cccc3ccccc23)Oc2c(NS(=O)(=O)c3cn(C)cn3)cccc2C1=O,x,-11.9
O=[N+]([O-])c1ccc(N2CCN(S(=O)(=O)c3ccc(F)cc3)CC2)cc1NCc1cccnc1,7.0,2.9
C[C@H](CO)N1C[C@H](C)[C@H](CN(C)C(=O)Nc2ccc(F)cc2)Oc2ncc(C#Cc3ccc(F)cc3)cc2C1=O,6.7,x
Cc1ccc(S(=O)(=O)Nc2ccc3c(c2)CC(=O)N([C@@H](C)CO)C[C@@H](C)[C@@H](CN(C)CC2CCCCC2)O3)cc1,2.2,x
CC(C(=O)Nc1sc2c(c1C#N)CCC2)n1cc([N+](=O)[O-])cn1 (configuration not stated),-0.3,7.8
CCC(C)N1CCC2(CC1)N=c1c(c3c4c5c(C)c(O)c3c(O)c1=NC(=O)/C(C)=C\C=C[C@H](C)[C@H](O)[C@@H](C)[C@@H](O)[C@@H](C)[C@H](OC(C)=O)[C@H](C)[C@@H](OC)/C=C\O[C@@](C)(O5)C4=O)N2 (some centres not stated),-0.6,-10.3
COc1ccc(NC(=O)Cn2cc(C(=O)c3cccs3)c3ccccc32)cc1,6.2,7.6
O=C(Nc1ccc2c(c1)[C@@H]1C[C@H](CC(=O)N3CCOCC3)O[C@H](CO)[C@@H]1O2)NC1CCCC1,x,2.1
COc1ccc(NC(=O)Nc2cccc3c2O[C@@H](CN(C)S(=O)(=O)c2cn(C)cn2)[C@@H](C)CN([C@@H](C)CO)C3=O)cc1,x,5.9
CSc1ccc(S(=O)(=O)N(CC(=O)O)c2ccc(C)cc2)cc1,-0.2,-13.1
C[C@@H]1CN([C@H](C)CO)C(=O)c2ccccc2-c2ccccc2CO[C@@H]1CN(C)C(=O)CCN(C)C,x,8.3
C[C@H](CO)N1C[C@H](C)[C@H](CN(C)S(=O)(=O)c2cn(C)cn2)Oc2ccc(NC(=O)C3CC3)cc2C1=O,x,0.9
C[C@@H]1CN([C@H](C)CO)C(=O)Cc2cc(N(C)C)ccc2O[C@@H]1CN(C)C(=O)Nc1ccccc1,-0.4,-0.7
CC(=O)N1CN(C2CCS(=O)(=O)C2)Cc2c1sc1c2CCCC1 (configuration not stated),x,-0.1
CC1CCCC2OC2C(=O)c2c(O)cc(O)cc2CC(=O)O1 (configuration not stated),-1.5,14.7

# Two of the compounds above, with values under each structure.
# Every second line gives: STK33 kin inh	p53 PUMA act
> C[C@@H]1CN([C@H](C)CO)C(=O)Cc2cc(N(C)C)ccc2O[C@@H]1CN(C)C(=O)Nc1ccccc1
→ -0.4	-0.7
> CC(=O)N1CN(C2CCS(=O)(=O)C2)Cc2c1sc1c2CCCC1 (configuration not stated)
→ x	-0.1

# Going on with the list:
SMILES,STK33 kin inh,p53 PUMA act
C[C@H](CO)N1C[C@H](C)[C@H](CN(C)S(=O)(=O)c2ccccc2)Oc2ncc(-c3cc4ccccc4o3)cc2C1=O,6.4,x
CCCNC(=O)N(C)C[C@H]1Oc2ncc(C#CC3(O)CCCC3)cc2C(=O)N([C@H](C)CO)C[C@H]1C,x,2.3
CCOc1ccc2nc(SCC(=O)Nc3cccc(C(F)(F)F)c3)sc2c1,-3.0,19.2
Cc1ccc(S(=O)(=O)Nc2ccc3c(c2)CC(=O)N([C@@H](C)CO)C[C@H](C)[C@H](CN(C)S(=O)(=O)c2ccc(Cl)cc2)O3)cc1,4.5,x
C[C@H]1CN([C@@H](C)CO)C(=O)c2cc(C#Cc3ccccc3)cnc2O[C@@H]1CN(C)S(=O)(=O)c1ccccc1F,x,-15.5
CC(C)CC#Cc1cnc2c(c1)C(=O)N([C@@H](C)CO)C[C@@H](C)[C@H](CN(C)C(=O)c1ccc(F)cc1)O2,x,-8.0
